SW480 rereplic – inducers of DNA re-replication in SW480 colon cancer cells. 340,000 tested, 1.8% active. Potency, µM (top dose mostly 46.1 µM), for the others: top-dose re-replication activation, usual class: activators. SW480 DNA re-replication, Hoechst DNA content imaging, 48 h; note: potency is the fitted concentration of half-maximal effect; % of control where 0% means no effect; nearly all actives have a fitted effect of over 55% in size
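First, 250 cells per well were seeded. Next, compound or vehicle (23 nL) was pinned in, plates sat 48 hr at 37 C. Finally Hoechst was added for 40 min before fluorescence scanning.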
KB-3-1 cytotox – kills parental KB-3-1 adenocarcinoma cells | KB-3-1 viability, CellTiter-Glo ATP luminescence, 72 h | Potency, µM (series often up to 46.1 µM), inactives show at the top dose activity change, negative = cytotoxic, most hits filed as cytotoxic | 400,000 tested, 1.4% active | AID 1347075; note: potency is the fitted concentration of half-maximal effect; % is set by controls: 0 for no effect and ±100 for the full control effect; nearly all actives have a fitted effect of over 60% in size
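Cells are dispensed, compounds pinned in, plates held at 37 °C for 72 h, then CellTiter-Glo is added and luminescence read after 10 minutes. Cell line: parental KB-3-1 in phenol-red-free DMEM, 10% FBS.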
IL-1B inflam inh – inflammasome signaling inhibition, IL-1 beta readout | THP-1 LPS/ATP IL-1B secretion, AlphaLISA, 16 h; hits give low values | activity change, % at 57.5 µM | 360,000 tested, 4.7% active | AID 743279; in the data active = activity change below about -50%; inconclusive = mostly about -30% to -49%; note: % is set by controls: 0 for no effect and ±100 for the full control effect
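THP-1 cells pretreated 1 hr with compounds (up to 57.5 uM final), then stimulated with LPS (250 ng/mL final) plus ATP (1.25 mM final); secreted IL-1B measured by AlphaLISA after 16 hr, decreased signal indicating inhibition.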
HT1080-NT tox – kills 2HG-producing HT-1080-NT fibrosarcoma cells | HT-1080-NT fibrosarcoma viability, CellTiter-Glo ATP luminescence, 48 h | Potency, µM (top dose mostly 46.1 µM), without a hit: at the highest dose activity, negative = less viability, usual class: cytotoxic | 360,000 tested, 1.6% active;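 note: NT is the 2HG producing partner of a matched IDH1 knockdown line; potency is the fitted concentration of half-maximal effect; 0% = DMSO-treated cells and -100% = media-only wells without cells; nearly all actives have a fitted effect of over 55% in size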
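Compounds were tested in concentration-response format on HT-1080-NT cells for 48 hours at 37 degrees C. Cell viability came from CellTiter-Glo luminescence; curves were classified by r2, response magnitude and activity.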
DRD3 agonist – D3 dopamine receptor (human) agonism. P35462. AID 652048. max activation, %. D3R DiscoveRx beta-arrestin cells, luminescence, 90 min. 410,000 tested, 0.58% active; in the data active = max activation above about 30%; note: 0% is about no effect; mostly tested at two doses, the higher about 12 µM
Target sequence (P35462 whole entry, looked up): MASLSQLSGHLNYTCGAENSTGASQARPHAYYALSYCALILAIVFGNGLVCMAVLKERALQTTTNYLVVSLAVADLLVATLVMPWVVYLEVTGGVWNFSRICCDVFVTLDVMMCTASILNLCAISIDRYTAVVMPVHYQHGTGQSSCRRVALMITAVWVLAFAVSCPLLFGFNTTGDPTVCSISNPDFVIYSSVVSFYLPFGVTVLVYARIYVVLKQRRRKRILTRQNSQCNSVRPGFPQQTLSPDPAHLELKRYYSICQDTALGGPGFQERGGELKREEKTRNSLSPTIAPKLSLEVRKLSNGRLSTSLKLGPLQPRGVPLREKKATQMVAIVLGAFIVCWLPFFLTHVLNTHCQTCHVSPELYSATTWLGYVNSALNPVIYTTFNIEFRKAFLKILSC
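Agonist mode: compounds and dopamine controls were applied to plated cells for 90 min at 37 degrees C after an overnight attachment at 1500 cells/well. Luminescent read-out followed 30 - 60 minutes at room temperature with DiscoveRx detection reagent.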
HT1080 IDH1KD tx – toxicity to HT-1080 IDH1 knockdown cells (counter line); HT-1080 IDH1 knockdown viability, ATP luminescence, 48 h; Potency, µM (titrated, usually from 46.1 µM), for inactives: at the top dose activity, negative = toxicity, hits mostly cytotoxic; 360,000 tested, 2% active; AID 686971;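 note: potency is the fitted concentration of half-maximal effect; 0% = DMSO wells and -100% = cell-free medium wells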
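Cytotoxicity counter-line: IDH1KD HT-1080, 48 h, CellTiter-Glo. Curves classed by r2, magnitude and activity.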
KB-V1 MDR tox – KB-V1 MDR subline cytotoxicity | 400,000 tested, 3.4% active | Potency, µM (titrated, usually from 46.1 µM), inactives show top-dose activity change, negative = cytotoxicity, usual class: cytotoxic | KB-V1 MDR cells viability, CellTiter-Glo, 72 h | AID 1347076; note: potency is the fitted concentration of half-maximal effect; % is set by controls: 0 for no effect and ±100 for the full control effect; nearly all actives have a fitted effect of over 60% in size
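Following 72 h at 37 degrees C with compound, KB-V1 cell viability was read by CellTiter-Glo luminescence, medium being phenol-red-free DMEM plus 10% FBS; concentration-response parameters came from normalized, curve-fitted qHTS data.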
D3 antag – D3 dopamine receptor (human) antagonism; AID 652054; max response, negative = inhibition, %; 360,000 tested, 2.5% active; D3R cells, DiscoveRx beta-arrestin luminescence, antagonist mode; hits give low values; in the data active = max response below about -50%; inconclusive = no clear call, values can overlap the other calls; note: % is set by controls: 0 for no effect and ±100 for the full control effect; mostly tested at two doses, the higher about 12 µM
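Cells plated overnight at 1500 cells/well, then exposed to library compounds with dopamine controls for 90 minutes at 37 degrees C. DiscoveRx reagent added for 30–60 minutes at room temperature; luminescence read, quantitative HTS format.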
GLP1R ag – GLP-1 receptor (human) agonism | P43220 | Potency, µM (titrated, usually from 45.6 µM), inactives show at the top dose activation, usual class: activators | HEK293 GLP-1R CRE-luciferase, luminescence, 4-6 h; cells express a hypersensitive GLP-1R form | 380,000 tested, 0.007% active; note: potency is the fitted concentration of half-maximal effect; % of control where 0% means no effect
Target sequence (P43220 whole entry, looked up): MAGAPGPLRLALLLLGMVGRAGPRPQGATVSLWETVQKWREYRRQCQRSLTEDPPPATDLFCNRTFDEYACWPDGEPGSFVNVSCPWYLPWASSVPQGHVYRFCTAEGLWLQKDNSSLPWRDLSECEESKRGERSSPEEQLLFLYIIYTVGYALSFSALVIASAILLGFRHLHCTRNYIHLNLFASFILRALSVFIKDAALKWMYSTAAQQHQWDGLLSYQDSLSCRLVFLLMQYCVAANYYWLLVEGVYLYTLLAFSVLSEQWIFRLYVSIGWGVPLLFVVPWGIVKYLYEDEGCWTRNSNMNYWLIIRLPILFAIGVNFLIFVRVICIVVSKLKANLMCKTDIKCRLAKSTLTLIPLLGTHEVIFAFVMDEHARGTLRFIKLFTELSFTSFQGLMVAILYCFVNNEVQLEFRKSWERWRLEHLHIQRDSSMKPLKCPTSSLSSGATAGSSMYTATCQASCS
Starred values were filed as active, the others as inactive; ? = inconclusive; / = no result given; & = joins results of further samples; [ ] = another dose, or the depositor's remark. Unless noted, calls come from the whole dose curve; as a rule, active = well fitted curve in the direction sought with a large enough effect; inconclusive = small, poorly fitted or top-dose-only effect, or another doubt; inactive = no such curve, though single readings can be large; an effect the other way counts as inactive or inconclusive. Outcome played no part in choosing rows; 12% or so of the library scored in one or more.

Second line of a record: HT1080 IDH1KD tx	GLP1R ag	DRD3 agonist	KB-3-1 cytotox	D3 antag	KB-V1 MDR tox	IL-1B inflam inh	SW480 rereplic	HT1080-NT tox
- COc1ccccc1N(CC(O)Cn1c(C)nc2ccccc21)S(=O)(=O)c1ccccc1 (configuration not stated)
  19.2%	-1.9%	2.4	?	9.6	0.0%	12.8	1.5%	3.5%
- NC1=NC(=O)C(Cc2ccccc2)S1 (configuration not stated)
  12.2%	5.1%	8.2	1.9%	-1.6	-12.0%	-16.6	-7.4%	3.0%
- CCCOC(=O)C1=C(C)NC2=C(C(=O)CC(C)(C)C2)C1c1cccnc1 (configuration not stated)
  7.6%	6.6%	-1.6	11.1%	-11.2	-19.1%	15.2	?	5.0%
- COc1ccc(OC)c(NC(=O)CN2C(=O)CC(C)Sc3ccccc32)c1 (configuration not stated)
  /	12.1%	5.4	4.0%	/	?	/	/	/
- Cc1c(NC(=O)/C(C#N)=C/c2ccc(-c3ccccc3Cl)o2)c(=O)n(-c2ccccc2)n1C
  -4.3%	-1.5%	-5.5	-4.7%	-3.3	0.0%	-73.0*	-3.8%	-5.0%
- CC(C)(C)c1ccc(C(=O)NCC(=O)OCCN2C(=O)c3ccccc3C2=O)cc1
  -9.3%	17.8%	-9.1	?	0.0	-0.6%	-3.4	-2.8%	-1.2%
- Cc1ccc(S(=O)(=O)N2[C@@H](c3ccc(C(C)C)cc3)C(C(=O)O)=C[C@H]2C(C)(C)C)cc1
  -11.9%	0.8%	-31.8	-3.2%	-7.0	0.1%	165.4	19.1%[9.22 µM]	-3.1%
- O=C(COc1ccccc1Cl)Nc1ccc2[nH]c(=O)[nH]c2c1
  6.2%	-8.5%	2.7	1.46µM*	-60.8*	0.517µM*	-3.7	-7.2%	5.7%
- CC(=O)N1CCN(C(=O)OC2CC3CC2[C@H]2CCCCN2C3=O)CC1 (some centres not stated)
  11.3%	-0.7%	3.0	12.5%	9.9	?	45.2	/	18.8%
- COc1ccccc1/C(C)=N/Oc1cc(N)cc([N+](=O)[O-])c1
  3.1%	27.2%	-7.6	-36.2%	-13.9	-10.1%	-21.5	-26.2%	-2.8%
- CCOC(=O)c1cnc2c(C)c(C)ccc2c1Nc1ccc(S(=O)(=O)Nc2ncccn2)cc1
  -6.8%	1.7%	-1.5	15.6%	-3.3	0.0%	-92.7*	-1.2%	-0.3%
- O=C(CC1NCCNC1=O)OCCCc1ccccc1 (configuration not stated)
  0.9%	0.4%	-0.1	3.0%	0.0	28.5%	19.7	-18.7%	2.0%
- COc1ccc(C(=O)NCCc2c[nH]c3ccc(OC)cc23)cc1
  24.6%	1.9%	6.2	2.0%	15.5	9.5%	-10.1	-8.8%	19.7%
- COc1ccc(-n2nnc3c(SCc4ccccc4)ncnc32)cc1
  25.6%	-6.1%	2.2	-23.3%	-6.3	?	-17.9	-5.9%	?
- O=C1OCC2=C1C(c1ccccc1)CC(=O)N2c1ccc(F)cc1 (configuration not stated)
  7.5%	-0.4%	2.6	17.9%	-7.9	21.1%	12.8	-10.8%	1.8%
- Cn1cnnc1SCC(=O)Nc1ccc(S(N)(=O)=O)cc1
  0.9%	0.9%	-0.7	2.4%	-0.8	13.6%	44.5	-6.1%	9.6%
- CCOC(=O)c1ccc(-n2c(CN3CCOCC3)nc3ccc([N+](=O)[O-])cc3c2=O)cc1
  14.9%	-0.5%	0.7	0.9%	19.0	2.2%	45.4	-1.7%	10.9%
- CN(C)S(=O)(=O)c1cc(NC(=O)CN2CCOCC2)ccc1Cl
  0.0%	7.0%	1.1	-1.2%	-7.7	4.1%	17.2	-7.3%	12.1%
- S=C(NCc1ccccc1)NN1CCOCC1
  -0.6%	-6.2%	-4.5	3.3%	8.5	-1.1%	25.2	-18.4%	2.4%
- CSc1nnc(-c2cc3ccccc3cc2O)n1C
  -3.5%	3.7%	5.9	4.8%	-2.2	13.2%	4.8	1.1%	-9.3%
- Cc1onc(-c2ccccc2)c1-c1nc2cc(Cl)ccc2c(=O)o1
  -2.7%	0.6%	-18.5	-5.1%	0.0	-2.3%	28.0	?	-8.6%
- COC(=O)Cc1[nH]n(-c2nc3ccccc3s2)c(=O)c1C(C)=O
  -18.7%	0.2%	6.1	0.0%	-18.3	0.0%	-10.9	-12.0%	-25.5%
- CCCc1ccc(NS(=O)(=O)c2c(C)oc(C)c2C(=O)OC)cc1
  -3.1%	8.6%	-3.3	-20.3%	1.7	-18.7%	-8.1	?	-10.5%
- OCC1CCCN(C(=S)Nc2ccc(Nc3ccccc3)cc2)C1 (configuration not stated)
  -3.0%	4.1%	9.1	-13.6%	-28.7	-2.2%	-23.7	?	-5.4%
- Cc1ccc(CNC(=O)COC(=O)c2cc(=O)[nH]c3ccccc23)cc1
  3.1%	-7.5%	1.7	11.2%	-7.4	?	5.6	1.3%	5.2%
- COc1ccc(-c2c(C#N)sc(C(N)=O)c2-c2ccc(OC)cc2)cc1
  -1.0%	15.3%	-3.0	?	-4.0	-17.9%	23.5	-4.5%	-9.6%
- O=C(Nc1cnccn1)Nc1ccccc1Cl
  12.8%	6.6%	2.6	?	7.2	9.2µM*	0.0	9.7%	27.3%
- CCCCC1(C)NC(=S)N2N1C(=S)NC2(C)CCCC (configuration not stated)
  0.2%	8.0%	-15.6	?	-15.3	-2.6%	/	-37.4%[inhibitor]	-4.2%
- O=C(CN1CCN(c2ccccn2)CC1)Nc1ccccc1
  21.2%	0.2%	0.3	3.0%	5.5	-2.6%	-19.4	1.3%	13.8%
- CC(C)(C)OC(=O)N[C@H](C(=O)OC(C)(C)C)c1ccccc1
  8.0%	5.1%	10.5	21.7%	-13.1	-1.5%	29.2	-9.6%	9.7%

Record cards, as listed above:
`O=C(Nc1cnccn1)Nc1ccccc1Cl` across the screens: HT1080 IDH1KD tx = 12.8%; GLP1R ag = 6.6%; DRD3 agonist = 2.6; KB-3-1 cytotox = ?; D3 antag = 7.2; KB-V1 MDR tox = 9.2µM*; IL-1B inflam inh = 0.0; SW480 rereplic = 9.7%; HT1080-NT tox = 27.3%
`CCCOC(=O)C1=C(C)NC2=C(C(=O)CC(C)(C)C2)C1c1cccnc1` (configuration not stated) across the screens: HT1080 IDH1KD tx = 7.6%; GLP1R ag = 6.6%; DRD3 agonist = -1.6; KB-3-1 cytotox = 11.1%; D3 antag = -11.2; KB-V1 MDR tox = -19.1%; IL-1B inflam inh = 15.2; SW480 rereplic = ?; HT1080-NT tox = 5.0%

(continued)
Second line of a record: HT1080 IDH1KD tx	GLP1R ag	DRD3 agonist	KB-3-1 cytotox	D3 antag	KB-V1 MDR tox	IL-1B inflam inh	SW480 rereplic	HT1080-NT tox
- CCOc1ccccc1NC(=O)CCS(=O)(=O)c1cccc2nonc12
  9.1%	-4.8%	0.3	-4.9%	-21.9	4.7%	4.5	-10.8%	3.6%
- CSCCC(NC(=O)c1c(C)oc2c1CCCC2)C(=O)O (configuration not stated)
  13.7%	-10.9%	-4.3	-4.8%	-2.5	4.3%	-7.8	-0.6%	21.5%
- CCOc1ccccc1CNC(=O)CCn1ccc2cc(S(=O)(=O)N3CCCCC3)ccc21
  -2.7%	5.7%	0.9&-11.5	-3.5%&-13.0%	5.7	-4.9%&0.0%	3.3	10.6%	-10.4%
- CCOc1cc(C(=O)OCC(=O)NCc2ccco2)cc(OCC)c1OCC
  6.9%	1.5%	8.3	1.2%	34.5	-1.3%	-15.7	-2.7%[9.22 µM]	6.2%
- O=S(=O)(NCc1ccco1)c1ccc2ccccc2c1
  10.1%	9.7%	-0.2	8.6%	-7.2	-8.7%	?	-6.3%	-0.5%
- CCOC(=O)Cc1nnc(Nc2ccc(C)cc2C)c2ccccc12
  7.5%	0.1%	3.4	17.2%	-18.2	3.2%	13.1	2.3%	17.7%
- O=C(NCc1ccc(Cl)cc1)c1ccc2c(c1)N(Cc1ccccc1F)C(=O)c1ccccc1S2=O (configuration not stated)
  /	-3.2%	16.8	-7.8%	/	?	/	/	/
- COC(=O)c1ccc(NS(=O)(=O)c2cc3c4c(c2)C(C)C(=O)N4CCC3)cc1 (configuration not stated)
  7.9%	0.3%	0.4	?	8.2	-24.0%	3.0	8.5%	4.6%
- COc1ccc(CCNC(=O)CSc2ncnc3c2oc2ccccc23)cc1OC
  2.6%	21.5%	-2.2	?	?	?	-14.9	-4.1%	1.5%
- CCNc1ccc(C(=O)N/N=C/c2c(C)nn(-c3ccccc3)c2N2CCCC2)cc1[N+](=O)[O-]
  18.8%	12.9%	-6.4	-2.6%	2.6	-17.4%	18.1	-1.6%	22.4%
- COCCCNC(=S)N/N=C/c1ccc(N(C)C)cc1Cl
  10.7%	18.7%	-6.1	4.5%	3.6	-7.5%	-2.1	29.1µM*	5.4%
- CCOC(=O)C(NC(=O)NC1CCCCC1)(c1ccccc1)C(F)(F)F (configuration not stated)
  -3.8%	-0.6%	9.3	-1.5%	-11.0	10.3%	16.3	1.0%	1.4%
- O=C(O)CCC(=O)N1N=C(c2ccc(Br)cc2)CC1c1cccc(Br)c1 (configuration not stated)
  -12.2%	2.0%	-5.5	-9.3%	0.0	2.5%	5.4	0.6%[1.84 µM]	-3.4%
- Cc1cc(/C=N/Nc2ncnc(N)c2[N+](=O)[O-])c(C)n1-c1ccccc1
  -17.4%	-6.0%	8.6	-20.4%	7.4	?	26.0	-0.6%	-20.7%
- COc1ccccc1NC(=S)NC1CC2CCC1C2 (configuration not stated)
  1.1%	-6.3%	1.9	?	-19.4	-5.4%	-28.5	-2.7%	-5.6%
- CSc1nc(Oc2ccccc2)c2sccc2n1
  0.5%	9.2%	4.3	9.0%	79.2	1.5%	-9.5	-12.0%	-1.6%

Screening results: PubChem, National Center for Advancing Translational Sciences (NCATS)
